ERAP1 HTS inh = human ERAP1 aminopeptidase inhibitors, primary screen, biochemical, single point, plate reader. AID 652197, 2013. recombinant ERAP1, Leu-AMC fluorescence, 60 min. Endoplasmic reticulum aminopeptidase 1 (Homo sapiens), Q9NZ08. inhibition, % at 10.7 µM. hit rate 0.15% among 340,000;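 active = mean replicate inhibition of at least 30%, or all replicates individually reaching that 30% level; inactive = mean below 30% and not every replicate reaching it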;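 note: 0% = neutral control wells and 100% = L-leucinethiol positive control wells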
S100A4 MyoIIA = inhibitors of S100A4-myosin IIA peptide binding, primary screen, biochemical, fluorescence polarization, TAMRA-MyoIIA peptide. Protein S100-A4 (Homo sapiens), P26447. inhibition, % at 10.7 µM. hit rate 0.14% among 360,000. AID 652163, 2013;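 active = mean inhibition of at least 70% across replicates, with every replicate also reaching that level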
Target sequence (P26447 whole entry, looked up): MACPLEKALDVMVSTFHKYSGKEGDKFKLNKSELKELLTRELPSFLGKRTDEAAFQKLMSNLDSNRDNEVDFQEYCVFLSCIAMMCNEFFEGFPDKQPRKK
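Assay system: human S100A4 monomer with TAMRA-labelled myosin IIA peptide / Buffer or medium: Calcium-containing HEPES buffer, pH 7.2 / Reagent: TAMRA-labelled myosin IIA heavy-chain peptide probe, 5 nM / Compound: one dose per compound / Timing: polarization read 5 min after assay mix addition, stable 5–60 min / Benchmarks: neutral control DMSO, positive control TFP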
Xi reactivation = activators of inactive X chromosome reactivation, primary screen, imaging, XiGFP fibroblasts, GFP high-content imaging, set 2; AID 743238, 2013; XiGFP mouse fibroblasts, % GFP-positive cells imaging, 3 d; cells co-treated with 5-aza-dC sensitizer; scaled so ellipticine positive control = 100%; hit rate 0.055% among 360,000; activation, % at 7.58 µM;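 active = mean normalized replicate activation at least 10% and every replicate at or above 10%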;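 note: 0% = median of on-plate neutral control wells and 100% = ellipticine 6 µM median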
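System: 68-5-11 XiGFP fibroblast line; Timing: 3 days compound exposure; Compound dosing: one concentration, pinned; Benchmarks: positive control ellipticine, 6 µM final; Buffer or medium: DMEM containing 5-aza-dC.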
PGC1a acetyl inh = inhibitors of PGC1a acetylation signal, primary screen, cell-based, U2OS, AlphaScreen, inhibitor mode. AlphaScreen anti-acetyl-lysine; with virally co-expressed GCN5 acetyltransferase. inhibition, % at 15.6 µM. hit rate 0.17% among 350,000;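 active = every replicate shows inhibition of at least 40%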;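 note: 0% = neutral control wells and 100% = positive control wells; some results beyond the cut were filed as inactive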
SIRT5 inh = SIRT5 desuccinylase inhibitors, primary screen, biochemical, fluorescence imaging, single point, set 5. Purified SirT5, succinyl-peptide AMC, trypsin-coupled fluorescence. inhibition, % at 15 µM. hit rate 1.1% among 330,000. AID 652115, 2013; in the data active = inhibition above about 15%
Target sequence (Q9NXA8 whole entry, looked up): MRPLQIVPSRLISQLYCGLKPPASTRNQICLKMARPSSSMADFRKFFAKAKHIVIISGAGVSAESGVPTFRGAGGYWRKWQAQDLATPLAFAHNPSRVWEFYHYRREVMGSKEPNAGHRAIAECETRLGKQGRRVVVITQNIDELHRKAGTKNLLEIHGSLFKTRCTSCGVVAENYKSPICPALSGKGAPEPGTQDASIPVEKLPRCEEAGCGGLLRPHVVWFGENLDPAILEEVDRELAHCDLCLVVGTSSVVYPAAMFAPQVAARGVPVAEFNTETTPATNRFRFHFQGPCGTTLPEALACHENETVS
C2C12 statin = suppressors of statin myotoxicity in C2C12 myotubes, primary screen, cell-based, single point, plate reader; C2C12 myotubes + simvastatin, ATP luminescence, 48 h; scaled: DMSO 0, geranylgeraniol control 100; rescue of ATP level, % at 7.49 µM; hit rate 0.78% among 330,000;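 active = mean ATP rescue above about 67%, or every replicate alone reaching that limit, limit read from the data, passing the limit was not always enough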;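 note: myotubes were challenged with 10 µM simvastatin during compound exposure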
Cneo AK release = Cryptococcus neoformans cell lysis inducers, primary screen, AK release luminescence, single concentration; hit rate 0.2% among 360,000; lysis activity, % at 15 µM; C. neoformans lysis, adenylate kinase release luminescence, 4 h; normalised: neutral wells 0, clomiphene wells 100; AID 651654, 2012;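 active = mean lysis activity across replicates of at least 80%, whatever share of replicates individually reach that level; inactive = mean lysis activity below 80%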
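Test system: log-phase Cryptococcus neoformans yeast cells; Quantity: yeast cell density of 5 × 10^6 cells/mL; Buffer or medium: YPD; Doses: single compound concentration per well; Timing: 4 h at 37 °C static, read 1 h later; Measured by: AK luminescence; Read-out basis: lysis from increased AK signal; Control set: Clomiphene as positive control.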
LGR2 inh = inhibitors of bursicon-induced LGR2 CRE-luciferase signal, primary screen, cell-based, HEK293, CRE-luciferase reporter, bursicon stimulation. AID 720647, 2013. bursicon-stimulated, 4 h. inhibition, % at 9.99 µM. hit rate 0.35% among 380,000. Drosophila bursicon receptor LGR2 (rickets);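 active = drop in luminescence signal, shown as inhibition above about 50% in the replicate tests, limit read from the data, passing the limit was not always enough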;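 note: agonist challenge used bursicon conditioned medium at about half maximal strength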
The depositor's hits bear a star; . = not tested or not shown.

The line under a structure holds: SIRT5 inh	ERAP1 HTS inh	C2C12 statin	PGC1a acetyl inh	Xi reactivation	S100A4 MyoIIA	LGR2 inh	Cneo AK release
- COc1ccccc1NC(=O)N1C[C@@H](O)COC[C@H]2O[C@@H](CC(=O)NCCc3ccncc3)CC[C@@H]21
  0	-1	-4	-5	0.2	-4	-4	-2
- C[C@H](O)C#Cc1ccc2c(c1)O[C@H](CN(C)Cc1ccc(-c3ccccc3)cc1)[C@H](C)CN([C@H](C)CO)S2(=O)=O
  32*	3	1	-22	-0.2	10	20	2
- Cc1ccccc1-c1nc(CS(=O)CC(=O)NCc2ccccn2)c(C)o1 (configuration not stated)
  -2	-3	11	.	0.0	-8	11	-1
- C/C(N)=C(/C#N)C(=O)COC(=O)c1cc2c(s1)CCC(C)C2 (configuration not stated)
  -3	7	.	.	0.6	-19	-33	.
- Cc1ccc(C)c(N2CCN(C(=O)c3ccc(CS(=O)Cc4ccc(Cl)cc4)o3)CC2)c1 (configuration not stated)
  3	-1	-14	-16	0.0	1	12	9
- C[C@H](CO)N1C[C@H](C)[C@H](CN(C)Cc2ccc(Cl)c(Cl)c2)Oc2c(NS(=O)(=O)c3ccc(F)cc3)cccc2C1=O
  5	-3	11	-9	0.4	-13	.	-1
- Cc1ccc(S(=O)(=O)N(C)C[C@@H]2Oc3c(NS(=O)(=O)c4ccc(F)cc4)cccc3C(=O)N([C@@H](C)CO)C[C@@H]2C)cc1
  .	.	-8	-4	0.1	.	5	8
- COc1ccccc1NC(=O)CSc1nccn1Cc1ccc(F)cc1
  -4	2	3	-4	0.8	-4	2	-1
- Cc1ccc(S(=O)(=O)NCCCCCC(=O)NCCc2ccccc2)cc1
  5	-1	-9	-2	0.0	-1	21	-3
- O=C(OCc1cn([C@@H]2CN(C(=O)C3CCCCC3)[C@@H](c3ccc(Cl)cc3)C[C@H]2O)nn1)c1ccccc1
  3	7	-3	3	0.1	-15	-5	2

Following part
The line under a structure holds: SIRT5 inh	ERAP1 HTS inh	C2C12 statin	PGC1a acetyl inh	Xi reactivation	S100A4 MyoIIA	LGR2 inh	Cneo AK release
- COC(=O)c1cc(NC(=O)c2cccc(C(F)(F)F)c2)c(=O)oc1C
  .	-2	.	-5	0.1	0	-47	.
- CCCCn1c(N)c(N(Cc2ccccc2OC)C(=O)CN2C(=O)NC3(CCCC3)C2=O)c(=O)[nH]c1=O
  -5	10	3	.	-0.1	0	6	0
- O=C(CCN1CCCCC1)NCC[C@@H]1CC[C@H](NC(=O)c2ccc(F)cc2)[C@@H](CO)O1
  1	0	3	11	0.0	1	7	86*
- CC(C)NC(=O)N(C)C[C@H]1Oc2ccc(NC(=O)Nc3ccccc3)cc2CC(=O)N([C@@H](C)CO)C[C@@H]1C
  .	1	4	-5	-0.7	1	4	-2
- C[C@H]1CCCCO[C@@H](CN(C)C(=O)c2ccncc2)[C@@H](C)CN([C@@H](C)CO)C(=O)c2cc(N(C)C)ccc2O1
  0	3	24	19	0.0	14	-4	-7
- C/C=C/c1ccc([C@H]2[C@H]3CN(S(=O)(=O)c4cccs4)CCCCN3[C@H]2CO)cc1
  7	-2	.	4	0.0	12	18	-1
- C[C@H](NC(=O)C[C@@H]1C=C[C@@H](NC(=O)Nc2ccc3c(c2)OCO3)[C@H](CO)O1)c1ccccc1
  -1	-1	3	-1	0.2	16	-10	19
- Cc1ccc(NC(=O)c2ccc(Br)o2)c([N+](=O)[O-])c1
  1	-3	1	10	0.0	16	-12	-16
- C[C@@H]1CN([C@@H](C)CO)C(=O)Cc2cc(NC(=O)CCCCCC(=O)Nc3ccccc3N)ccc2O[C@H]1CN(C)S(=O)(=O)c1cn(C)cn1
  0	-1	-19	1	-1.1	-7	-25	-4
- O=C(N[C@H]1CC[C@H](CCn2cc(-c3cccnc3)nn2)O[C@@H]1CO)c1ccccc1F
  -5	-1	-9	-7	0.5	-3	22	26

(list continues)
The line under a structure holds: SIRT5 inh	ERAP1 HTS inh	C2C12 statin	PGC1a acetyl inh	Xi reactivation	S100A4 MyoIIA	LGR2 inh	Cneo AK release
- Cc1[nH]c(=O)[nH]c(=O)c1S(=O)(=O)N1CCCC(C(=O)NCCc2ccccc2)C1 (configuration not stated)
  .	.	-11	4	.	.	14	-2
- CCN(CC(=O)Nc1c(F)cccc1F)C(=O)CCNC(=O)c1ccco1
  -5	-1	-4	.	0.0	-1	-9	-8
- C[C@@H]1CN([C@H](C)CO)C(=O)Cc2cc(NC(=O)CCC(F)(F)F)ccc2O[C@@H]1CN(C)Cc1ccccc1
  -5	6	-17	.	-1.2	7	-5	-2
- O=C(Nc1ccc(S(=O)(=O)Nc2nccs2)cc1)c1cccc(S(=O)(=O)N2CCOCC2)c1
  1	-2	4	-7	-0.1	7	-7	0
- CCn1c(C)cc(=O)cc1-c1ccc(Cl)cc1
  -4	-1	2	19	0.4	0	-7	2
- CC(C)(C)C(=O)Nc1cccc(C(=O)Nc2cc(C(=O)O)cc(C(=O)O)c2)c1
  0	-2	-3	8	0.3	-13	-10	.
- Cc1noc(C)c1-c1ccc(C(=O)NCCc2ccccc2)c2occc12
  .	-2	0	-42	0.1	-6	-66	2
- O=C(COC(=O)c1ccncc1)Nc1cccc(Cl)c1
  .	.	-11	17	.	.	-4	-1
- Nc1ccccc1-c1nc2ccccc2c(=O)o1
  1	6	-1	-9	0.1	0	3	-2
- Cc1ccc(S(=O)(=O)n2cccc2CO)cc1
  .	2	13	6	0.0	3	8	-2

Next part
The line under a structure holds: SIRT5 inh	ERAP1 HTS inh	C2C12 statin	PGC1a acetyl inh	Xi reactivation	S100A4 MyoIIA	LGR2 inh	Cneo AK release
- COc1ccc(C#Cc2ccc3c(c2)O[C@H](CN(C)C(=O)c2ccccn2)[C@H](C)CN([C@@H](C)CO)S3(=O)=O)cc1
  2	0	12	-12	-0.6	1	0	2
- COc1cccc(NC(=O)C(C)(C)C)c1
  -1	-4	-5	.	-0.3	-6	-12	-3
- Cc1cccc(NC(=O)c2ccc(Cl)c(S(=O)(=O)N3CCCC3)c2)n1
  -4	5	-1	.	0.6	-4	-21	-4
- CC1CCN(C(=O)Cn2c(=O)n(-c3ccc(F)cc3)c(=O)c3sccc32)CC1
  3	2	-1	14	-0.2	3	15	-2
- Cc1cccc(OCC(=O)N2CCN(c3nnc(-c4ccccc4)c4ccccc34)CC2)c1
  -4	-1	.	.	-0.1	-5	24	.
- O=C1c2ccccc2S(=O)(=O)c2cc(C(=O)N3CCN(c4ccccc4)CC3)ccc21
  0	-1	24	.	-0.2	5	14	0
- COc1cccc(NC(=O)COC(=O)C2=NN(c3ccccc3)C(=O)CC2)c1
  .	2	.	.	0.4	0	-2	.
- CC(C)CCNC(=O)NC(=O)COC(=O)CNC(=O)C1CCCCC1
  -4	-1	8	5	0.0	0	29	-2
- CC(C)C(OC(=O)C1=Cc2ccccc2OC1)C(=O)NCC1CCCO1 (configuration not stated)
  0	1	-12	2	0.1	1	-56	0
- c1ccc(OCCOCCN2CCc3ccccc3C2)cc1
  -3	4	.	.	0.0	0	4	.

(next part)
The line under a structure holds: SIRT5 inh	ERAP1 HTS inh	C2C12 statin	PGC1a acetyl inh	Xi reactivation	S100A4 MyoIIA	LGR2 inh	Cneo AK release
- CN(C)C(=O)C[C@@H]1CC[C@@H]2[C@H](COC[C@@H](O)CN2CC2CCCC2)O1
  0	1	-2	0	0.1	5	2	-3
- O=C(NC1CCCc2ccccc21)C1CCCO1 (configuration not stated)
  2	-2	.	15	.	1	-1	.
- O=C(Cc1cccc(NC(=O)C2CCCN(C(=O)C3CCCCC3)C2)c1)Nc1ccc(C(=O)N2CCCCC2)cc1 (configuration not stated)
  0	0	13	7	0.3	-23	-18	0
- Cc1sc2nc(CSCC(=O)N(CCC#N)c3ccccc3F)[nH]c(=O)c2c1C
  -2	0	-8	.	0.1	-8	5	4
- O=C(OCc1nc2scc(-c3ccccc3)c2c(=O)[nH]1)c1cccc([N+](=O)[O-])c1
  .	.	-3	15	0.4	.	12	2
- COCCOC(=O)N1C(=O)[C@@]2(c3cc(C#Cc4ccc(OC)cc4)ccc31)[C@H](C(=O)N1CCN(c3ncccn3)CC1)[C@H]1C(=O)O[C@H](c3ccccc3)[C@H](c3ccccc3)N1[C@@H]2c1ccccc1OCCO
  13	0	.	-2	.	-6	.	2
- Cc1c(NC(=O)[C@@H](NC(=O)c2ccc(Cl)c([N+](=O)[O-])c2)C(C)C)c(=O)n(-c2ccccc2)n1C
  .	1	.	.	0.3	0	-8	.
- COc1ccc(Cc2nnc(SCC(=O)c3cccc([N+](=O)[O-])c3)n2C)cc1
  -2	2	21	-6	.	5	-8	-2
- CCCOc1nc(SCCC)nc2c1cnn2-c1ccccc1
  -1	2	-8	.	-0.1	-1	-10	0
- O=c1oc(-c2cc3ccccc3o2)nc2sc3c(c12)CCCC3
  -4	-2	-66	12	.	-10	-21	-2

(more compounds)
The line under a structure holds: SIRT5 inh	ERAP1 HTS inh	C2C12 statin	PGC1a acetyl inh	Xi reactivation	S100A4 MyoIIA	LGR2 inh	Cneo AK release
- Cc1nn(C)cc1NC(=O)C[C@@H]1CC[C@@H]2[C@@H](COc3ccc(NC(=O)C(C)C)cc3C(=O)N2C)O1
  .	.	-1	-5	0.0	.	-7	-2
- C[C@H](CO)N1C[C@H](C)[C@@H](CN(C)Cc2ccc3c(c2)OCO3)OCCCC[C@H](C)Oc2ccc(NS(=O)(=O)c3ccc(Cl)cc3)cc2C1=O
  9	-3	.	5	0.3	-30	-11	-4
- Cn1c(=O)c2[nH]c(NN=Cc3ccccc3)nc2n(C)c1=O
  .	-2	-14	-3	0.2	1	-5	0
- CCCNC(=O)Nc1ccc2c(c1)OC[C@H](C)N(C(=O)c1ccccc1F)C[C@@H](C)[C@@H](OC)CN(C)C2=O
  2	-5	-15	12	0.1	35	-1	0
- OC1(CNCc2cn[nH]c2-c2cc3ccccc3o2)CCCCC1
  -6	-2	-7	-3	0.0	-7	-39	0
- CCC(=O)N1C[C@H](O)COC[C@H]2O[C@@H](CC(=O)NCc3cc(F)cc(F)c3)CC[C@@H]21
  1	1	-1	10	0.2	-1	23	2

Not all compounds are listed. The share of hits here may be higher or lower than overall.
